TROY signal inh: inhibitors of TROY-driven NF-kB signaling, primary screen, Q293 LMP1-TROYcd cells, NF-kB luciferase, uHTS. 360,000 compounds, 0.98% hits. Q293 LMP1-TROYcd NF-kB luciferase reporter, 4 h. inhibition, % at 10 µM;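 active = compounds whose plate-normalised and pattern-corrected inhibition of the luciferase reporter signal at the single screening dose is 50% or more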
TLR9-MyD88 inh: inhibitors of TLR9-MyD88 association in cells, primary screen, cell-based, CHO, BLA complementation, fluorescence; inhibition, % at 4.98 µM; CCF4 FRET ratio; 340,000 compounds, 0.21% hits;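 active = inhibition above the mean over all tested compounds plus 3 SD, cut at about 21% in these data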;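 note: 0% = DMSO only wells and 100% = clavulanate BLA inhibitor control wells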
Target sequence (Q99836 whole entry, looked up): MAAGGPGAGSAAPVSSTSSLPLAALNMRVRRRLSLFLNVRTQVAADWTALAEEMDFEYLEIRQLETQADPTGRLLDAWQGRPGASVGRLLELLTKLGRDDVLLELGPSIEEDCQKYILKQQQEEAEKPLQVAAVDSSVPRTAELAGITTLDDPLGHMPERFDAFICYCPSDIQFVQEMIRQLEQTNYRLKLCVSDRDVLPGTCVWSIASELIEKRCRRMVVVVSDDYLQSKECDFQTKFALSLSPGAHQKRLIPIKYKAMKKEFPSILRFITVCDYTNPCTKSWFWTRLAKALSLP
Target sequence (Q9NR96 whole entry, looked up): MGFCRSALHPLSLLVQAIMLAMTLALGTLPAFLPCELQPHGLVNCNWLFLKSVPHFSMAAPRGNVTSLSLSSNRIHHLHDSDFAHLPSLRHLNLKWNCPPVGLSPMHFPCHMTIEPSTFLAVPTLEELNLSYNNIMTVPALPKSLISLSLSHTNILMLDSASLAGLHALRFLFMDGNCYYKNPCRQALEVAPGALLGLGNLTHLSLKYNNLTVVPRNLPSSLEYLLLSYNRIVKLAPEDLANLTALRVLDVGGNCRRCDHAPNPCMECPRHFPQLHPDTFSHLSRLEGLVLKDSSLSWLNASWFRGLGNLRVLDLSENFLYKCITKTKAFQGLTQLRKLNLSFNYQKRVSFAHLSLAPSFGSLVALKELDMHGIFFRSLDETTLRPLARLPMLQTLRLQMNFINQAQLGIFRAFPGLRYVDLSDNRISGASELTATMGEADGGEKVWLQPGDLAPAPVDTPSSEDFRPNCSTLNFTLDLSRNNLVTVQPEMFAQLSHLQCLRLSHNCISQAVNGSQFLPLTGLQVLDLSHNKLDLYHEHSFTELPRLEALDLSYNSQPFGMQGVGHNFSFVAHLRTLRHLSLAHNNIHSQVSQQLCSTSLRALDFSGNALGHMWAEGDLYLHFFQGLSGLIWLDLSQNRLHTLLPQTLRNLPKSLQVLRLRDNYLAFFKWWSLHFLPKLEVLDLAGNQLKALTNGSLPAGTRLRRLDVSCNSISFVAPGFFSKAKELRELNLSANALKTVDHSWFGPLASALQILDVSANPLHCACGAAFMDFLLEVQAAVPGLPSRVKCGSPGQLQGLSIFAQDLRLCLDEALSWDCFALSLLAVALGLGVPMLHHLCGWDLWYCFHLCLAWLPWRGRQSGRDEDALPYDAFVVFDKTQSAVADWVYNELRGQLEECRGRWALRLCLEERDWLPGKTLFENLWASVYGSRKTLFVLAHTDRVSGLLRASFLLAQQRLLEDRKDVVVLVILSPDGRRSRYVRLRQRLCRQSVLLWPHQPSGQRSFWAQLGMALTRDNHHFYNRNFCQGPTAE
TWEAK Fn14 block: inhibitors of TWEAK-Fn14 signaling, primary screen, luciferase reporter cells, uHTS; AID 1159606, 2016; TWEAK-stimulated Fn14 reporter cells, luciferase luminescence, 8 h; inhibition, % at 10 µM; 360,000 compounds, 2% hits; in the data active = inhibition above about 50%
SRC3 inh: SRC3 coactivator transcriptional activity inhibitors, primary screen, cell-based, luminescence | Nuclear receptor coactivator 3 (Homo sapiens), Q9Y6Q9 | HEK293 GAL4-SRC3 luciferase reporter | inhibition, % at 3.6 µM | 360,000 compounds, 0.17% hits;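 active = inhibition above a per-campaign cutoff, the mean of all compounds plus 3 SD, cut at about 60% in these data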;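 note: 0% = DMSO-treated cells and 100% = gossypol-treated cells at 36 µM; higher means less SRC3-driven luciferase light from the GAL4 reporter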
EBV LMP1 NFkB: EBV LMP1-driven NF-kappaB luciferase reporter inhibitors, primary screen, cell-based, luminescence, single point; AID 504558, 2011; LMP1-induced NF-kappaB luciferase reporter cells; 350,000 compounds, 0.69% hits; inhibition, % at 12.5 µM; in the data active = inhibition above about 41%;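 note: 0% = neutral control wells and 100% = reference inhibitor control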
COUP-TFII inh: NR2F2 transcriptional activity inhibitors, primary screen, cell-based, luciferase reporter, HEK293T, luminescence. COUP transcription factor 2 (Homo sapiens), P24468. HEK293T NGFI-A luciferase reporter. inhibition, % at 8.6 µM. 370,000 compounds, 0.7% hits. AID 686940, 2013;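 active = inhibition above a per-plate cutoff, mean inhibition of test wells between control levels plus 3 SD, cut at about 38% in these data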;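 note: cells cotransfected with COUP-TFII expression vector driving the NGFI-A reporter; 0% = median of COUP-TF2 test wells and 100% = reporter-only cells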
SRC1 inh: SRC1 coactivator transcriptional activity inhibitors, primary screen, cell-based, luminescence; HEK293 GAL4-SRC1 luciferase reporter; inhibition, % at 3.6 µM; 360,000 compounds, 0.12% hits; AID 588354, 2011;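 active = inhibition above the campaign mean plus 3 SD, with each screening campaign given its own cutoff, cut at about 60% in these data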;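 note: 0% = DMSO treated cells and 100% = gossypol at 36 µM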
C8 TRAIL sens: viability loss with TRAIL in NB7+C8 cells, primary screen, TRAIL sensitizer project, cell-based, ATPlite luminescence; inhibition (viability loss, TRAIL sensitization), % at 10 µM; 360,000 compounds, 1% hits;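 active = compounds causing at least 50% loss of cell viability in the single-dose screen, relative to plate controls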
SRC2 inh: inhibition of GAL4-SRC2 driven luciferase reporter, primary screen, SRC2 inhibitor project, cell-based, luminescence; Nuclear receptor coactivator 2 (Homo sapiens), Q15596; HEK293 GAL4-SRC2 luciferase reporter; inhibition, % at 9 µM; 370,000 compounds, 0.17% hits; AID 651957, 2012;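 active = inhibition above the mean inhibition of all tested compounds plus 3 SD, set per campaign, cut at about 52% in these data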;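 note: 0% = DMSO treated cells and 100% = cells given Gossypol at 36 µM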
NR5A2 inv ag: LRH-1 (NR5A2) inverse agonists, primary screen, cell-based, luminescence, HEK293T, StAR-luciferase reporter; LRH-1 transfected, 24 h; inhibition, % at 3.6 µM; 360,000 compounds, 0.13% hits;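 active = inhibition above the mean inhibition of all tested compounds plus 3 SD, cut at about 73% in these data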;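 note: 0% = DMSO wells and 100% = reporter-only cells lacking LRH-1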
NOD2-RIPK2 inh: NOD2-RIPK2 binding disruptors in cells, primary screen, fluorescence, CHO cells, BLA complementation | Receptor-interacting serine/threonine-protein kinase 2 (Homo sapiens), O43353 | CCF4 ratio | inhibition, % at 4.98 µM | 360,000 compounds, 0.38% hits | AID 624267, 2012; in the data active = inhibition above about 21%;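 note: 0% = vehicle only and 100% = reference blocker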
* marks the source's active call; other numbers are inactive results; / = no result given. The list is partial; the hit share may differ from the screen's.

mol	TROY signal inh	TLR9-MyD88 inh	TWEAK Fn14 block	SRC3 inh	EBV LMP1 NFkB	COUP-TFII inh	SRC1 inh	C8 TRAIL sens	SRC2 inh	NR5A2 inv ag	NOD2-RIPK2 inh
Cc1cc(C)c(S(=O)(=O)c2ccccc2C)c(N(C)C)n1	-51.2	-7.6	2.2	9.8	-8.7	17.7	8.7	21.6	27.6	-20.8	3.6
O=C(O)CCCC(=O)NCCc1ccncc1	4.2	15.1	-5.0	14.2	4.5	-0.9	9.2	11.4	-20.2	3.1	-4.0
COc1ccc(NC(=O)CN(C)C(=O)Cc2ccc(S(=O)(=O)N3CCOCC3)s2)cc1	-3.6	-1.2	-5.2	1.7	-2.9	17.1	-1.2	8.9	19.4	15.6	0.5
O=C(c1nc2n(n1)C(c1ccc(Cl)cc1)C=C(c1ccccc1)N2)N1CCOCC1 (centres undefined)	-1.2	41.9*	1.9	-17.3	0.5	13.9	6.4	-9.5	-14.2	1.4	47.6*
COc1ccc(NC(=O)/C=C/C(=O)O)c([N+](=O)[O-])c1	6.1	-0.6	-6.3	-4.5	-9.6	2.8	9.3	0.5	-8.0	14.6	-8.8
CCOC(=O)c1sc(-c2ccccc2)cc1NC(=O)CSc1nnnn1C	-19.6	-13.1	0.1	3.8	1.1	-8.0	-8.9	-18.8	0.7	-6.8	0.4
COc1ccc(CC(=O)N(Cc2cc3cc(OC)ccc3[nH]c2=O)C(C)C)cc1	-17.2	-2.2	6.2	3.1	8.2	-21.9	2.2	-5.2	-6.5	7.1	-1.5
Cc1nc([N+](=O)[O-])cn1Cc1cccc2ccccc12	14.3	-10.0	8.9	11.7	4.1	2.9	13.3	-0.4	11.0	-29.7	-12.7
CCOc1ccc(N2CC(C(=O)NCCc3c[nH]c4ccc(C)cc34)CC2=O)cc1 (centres undefined)	5.7	-9.6	29.8	1.6	0.6	14.8	-7.2	-8.0	4.8	11.2	-8.7
CCOC(=O)C1CCN(C/C=C/c2ccccc2[N+](=O)[O-])CC1	17.3	-3.7	-9.4	16.2	-0.8	-19.2	-15.5	-2.5	-6.5	6.1	1.8
Cc1cc(C)c2oc(C(=O)N(Cc3ccccc3)c3ccccn3)cc(=O)c2c1	-8.3	1.9	-3.5	-32.4	-5.4	-12.2	7.3	6.4	-32.9	6.3	-14.4
NC(=O)c1cc(-c2ccccc2)sc1NC(=O)CN1CCCCC1	5.2	7.2	-0.4	-6.2	-19.7	-36.9	-15.2	20.4	-24.0	-3.9	4.5

Pulled by structure from the entries so far, 3 records:
mol	TROY signal inh	TLR9-MyD88 inh	TWEAK Fn14 block	SRC3 inh	EBV LMP1 NFkB	COUP-TFII inh	SRC1 inh	C8 TRAIL sens	SRC2 inh	NR5A2 inv ag	NOD2-RIPK2 inh
O=C(O)CCCC(=O)NCCc1ccncc1	4.2	15.1	-5.0	14.2	4.5	-0.9	9.2	11.4	-20.2	3.1	-4.0
COc1ccc(NC(=O)/C=C/C(=O)O)c([N+](=O)[O-])c1	6.1	-0.6	-6.3	-4.5	-9.6	2.8	9.3	0.5	-8.0	14.6	-8.8
Cc1cc(C)c2oc(C(=O)N(Cc3ccccc3)c3ccccn3)cc(=O)c2c1	-8.3	1.9	-3.5	-32.4	-5.4	-12.2	7.3	6.4	-32.9	6.3	-14.4

Further entries:
mol	TROY signal inh	TLR9-MyD88 inh	TWEAK Fn14 block	SRC3 inh	EBV LMP1 NFkB	COUP-TFII inh	SRC1 inh	C8 TRAIL sens	SRC2 inh	NR5A2 inv ag	NOD2-RIPK2 inh
Cc1ccccc1CNC(=O)C1CCCN(c2nnc(C)c3c(C)n(-c4ccccc4)nc23)C1 (centres undefined)	28.0	3.1	-15.8	-5.0	-3.1	-3.2	4.2	1.4	-12.5	19.4	5.1
COc1ccc(C(CNC(=O)c2oc3ccc(OC)cc3c2C)N2CCCC2)cc1 (centres undefined)	4.7	-0.7	-23.4	-21.9	-64.5	10.1	-33.2	3.4	0.5	-24.9	-4.1
CCc1c(Cl)nc(N)nc1Nc1ccccc1C	14.7	-0.8	23.9	12.0	4.3	-14.8	-55.7	-9.1	7.4	-29.1	-6.2
COc1ccc(-c2cc(C(=O)Nc3ccc(OC)c(OC)c3)[nH]n2)c(C)c1	-41.6	/	-38.3	-22.3	/	-11.9	-8.8	-32.9	-41.2	-35.0	-1.7
CC(=O)NC(Cc1ccccc1)C(=O)Oc1ccc2ccccc2c1 (centres undefined)	-7.8	-0.5	17.6	3.7	0.6	26.6	6.0	5.4	6.5	16.4	-1.8
CCc1ccc(-c2cc(C(F)(F)F)n3nc(C(=O)Nc4c(C)nn(Cc5ccc(F)cc5)c4C)cc3n2)s1	22.7	10.7	15.2	13.1	23.6	-0.2	-2.3	6.6	1.6	-3.0	4.1
CC1(C(=O)NS(=O)(=O)c2cccc(F)c2)CCN1C(=O)CCc1ccccc1 (centres undefined)	2.4	/	1.5	-5.1	/	-15.4	-1.9	-18.8	-4.2	6.8	-0.8
O=C(CSc1nnc(NC(=O)C2CC2)s1)Nc1ccc(F)cc1	-17.2	-7.6	-5.9	-12.5	-32.0	-16.7	8.3	-2.7	-24.8	-0.5	-6.5
CC(=O)N1CC(C)Sc2ccc(S(=O)(=O)NC(C)c3ccccc3)cc21 (centres undefined)	0.7	-13.2	12.1	23.4	3.3	16.5	-3.2	16.5	6.4	22.2	4.1
CC(CN1CCCCC1)OC(=O)COc1ccc(Br)cc1 (centres undefined)	2.3	2.4	11.2	-1.9	-3.1	-7.8	-18.6	-4.9	-2.2	12.5	1.5
O=C(OCC1CCNCC1)c1ccc(F)cc1	5.5	-16.6	-1.9	5.8	0.0	5.0	-9.1	17.8	-18.9	7.0	7.4
COc1cccc(OC)c1C(=O)Nc1ccc2c(c1)CCCN2S(=O)(=O)c1ccc(C)cc1	-6.5	-7.0	11.7	5.6	38.2	-10.9	-38.6	11.1	10.6	4.6	-10.0
CC(=O)c1ccc(S(=O)(=O)N2CCN(C(=O)CSc3ccc(C)c(C)c3)CC2)cc1	-18.0	-2.6	2.2	0.8	-5.3	7.9	6.5	-9.0	3.3	7.0	-2.1
Cc1nn(-c2ccccn2)c2c1C(c1ccccc1Cl)C1=C(N2)c2ccccc2C1=O (centres undefined)	16.1	0.7	50.1*	6.4	9.6	5.3	4.6	6.8	32.4	2.6	1.5
OC(CN1CCN(c2ccc(C(F)(F)F)cn2)CC1)c1ccccc1 (centres undefined)	-0.4	-1.9	5.6	19.8	-5.8	/	-9.4	9.5	/	10.9	-2.7
CC(=O)c1c(C)[nH]c(-c2ccccc2)c1C	-13.6	1.9	11.2	19.4	-11.2	-10.0	0.8	0.9	-6.9	-1.3	-2.3
Cc1ccc(-c2nnc(SCC(=O)Nc3ccccc3N3CCOCC3)o2)cc1	-23.6	-2.0	-9.7	-7.5	-12.8	-18.6	-49.1	7.6	-36.6	-30.4	-1.1
Cc1nc2sc(C(=O)OC(C)C)c(N)c2c(C)c1C	-43.0	4.3	-26.6	-40.7	-25.0	-18.3	-46.7	4.2	-24.6	-20.9	2.2
O=C(O)c1ccccc1NC(=O)C1CCCO1 (centres undefined)	-9.3	9.6	-0.4	1.3	-8.3	-13.3	5.0	-14.5	-5.3	8.8	6.3
COc1ccc(CN(C)S(=O)(=O)c2nnc(NC(=O)c3ccc(C)cc3)s2)cc1OC	22.9	3.0	-21.0	-7.9	4.3	-10.7	-7.4	12.0	-17.4	12.1	3.1
CCC1CCCCN1CCCNS(=O)(=O)c1ccc2c(c1)oc(=O)n2C (centres undefined)	-21.2	-5.4	-3.6	-17.0	2.6	3.3	-7.4	-20.5	-10.7	-2.9	-2.6
Oc1ccc(Cl)cc1CNCc1ccc(Cl)cc1	-13.6	5.2	1.7	-21.3	5.5	6.7	-7.3	20.8	-11.2	-24.3	-4.6
Cc1cc(=O)oc2cc(OCCC[n+]3ccccc3)ccc12	-9.8	8.4	6.0	9.5	-9.6	20.4	-13.6	3.1	-8.5	11.9	-6.4
Cc1ccc(CNS(=O)(=O)c2c(C(=O)N3CCCCCC3)c(C)n(C)c2C)cc1	-1.4	3.2	16.2	0.2	5.2	1.4	5.0	-9.8	9.8	5.1	54.1*
C=CCNc1nc(Cl)nc(Nc2ccc(OCC)cc2)n1	2.4	-0.7	4.0	1.4	-0.8	0.7	-14.2	-4.9	-5.6	7.3	-3.8
NC(=O)CCN1CCN(S(=O)(=O)/C=C/c2ccccc2)CC1	5.5	-12.9	15.6	-3.6	-2.2	-7.3	23.0	8.5	-12.1	-21.1	-4.9
CC(=O)OCC(=O)C1(O)CCC2C3CCC4CC(O)CCC4(C)C3C(=O)CC21C (centres undefined)	-33.2	/	9.1	28.0	/	-1.7	6.1	-18.9	6.5	5.1	-3.7
CSc1ccccc1OCc1cc(C(=O)NCCN2CCCc3ccccc32)no1	-25.8	-0.8	-11.1	-10.9	-3.0	-13.1	-14.3	22.4	-23.9	-4.0	-3.8
Cn1cc(C[C@H](NC(=O)OC(C)(C)C)C(=O)N[C@@H](CO)Cc2ccccc2)c2ccccc21	7.8	-2.4	6.0	-14.6	-4.6	-10.5	3.9	4.5	-36.6	7.7	-3.8
O=C(Cc1c(F)cccc1Cl)NCC1CCCO1 (centres undefined)	-1.4	-6.1	8.4	4.7	-2.0	0.0	-41.1	4.6	-14.8	8.9	-1.9
COc1ccc(CC(=O)Nc2cccc(S(=O)(=O)N3CCCCCC3)c2)cc1OC	35.4	1.4	53.2*	28.7	20.3	78.8*	27.1	31.0	23.2	51.2	-8.3
O=C1N(Cc2ccccc2)CCCC12CCCN(Cc1ccccc1)C2=O	5.6	9.2	1.7	1.2	3.2	3.6	-10.3	-2.4	3.2	0.6	2.5
CCCc1c(C(=O)N2CCN(c3ccccc3OC)CC2)cnn1-c1ccccc1	-1.2	-5.1	-2.0	7.8	-3.3	9.9	-6.9	19.6	-8.8	-12.7	0.0
N#CCc1ccc(OC(=O)c2cnccc2C(F)(F)F)cc1	6.4	1.5	-9.6	-6.3	5.2	13.0	-10.5	-11.7	3.4	3.0	16.5
CCC(CO)NCc1ccccc1OC(C)C (centres undefined)	0.4	1.1	4.5	13.4	-1.1	21.8	-16.1	4.4	2.2	-10.6	-2.8
O=C(NNC(=O)c1cc2ccccc2cc1O)Nc1ccc(F)cc1F	0.3	8.0	7.7	2.5	-1.2	-4.0	-13.8	-4.3	-18.5	16.5	0.6

Screening results as filed in PubChem BioAssay.
